TDP1 block – blocks human tyrosyl-DNA phosphodiesterase 1; Q9NUW8; recombinant TDP1, AlphaScreen DNA substrate cleavage; Potency, µM (series often up to 130 µM), without a hit: at the top dose activity change, negative = inhibition, most hits filed as inhibitors; 350,000 compounds, 0.28% hits; AID 485290; note: nearly all actives have a fitted effect of over 40% in size
Target sequence (Q9NUW8 whole entry, looked up): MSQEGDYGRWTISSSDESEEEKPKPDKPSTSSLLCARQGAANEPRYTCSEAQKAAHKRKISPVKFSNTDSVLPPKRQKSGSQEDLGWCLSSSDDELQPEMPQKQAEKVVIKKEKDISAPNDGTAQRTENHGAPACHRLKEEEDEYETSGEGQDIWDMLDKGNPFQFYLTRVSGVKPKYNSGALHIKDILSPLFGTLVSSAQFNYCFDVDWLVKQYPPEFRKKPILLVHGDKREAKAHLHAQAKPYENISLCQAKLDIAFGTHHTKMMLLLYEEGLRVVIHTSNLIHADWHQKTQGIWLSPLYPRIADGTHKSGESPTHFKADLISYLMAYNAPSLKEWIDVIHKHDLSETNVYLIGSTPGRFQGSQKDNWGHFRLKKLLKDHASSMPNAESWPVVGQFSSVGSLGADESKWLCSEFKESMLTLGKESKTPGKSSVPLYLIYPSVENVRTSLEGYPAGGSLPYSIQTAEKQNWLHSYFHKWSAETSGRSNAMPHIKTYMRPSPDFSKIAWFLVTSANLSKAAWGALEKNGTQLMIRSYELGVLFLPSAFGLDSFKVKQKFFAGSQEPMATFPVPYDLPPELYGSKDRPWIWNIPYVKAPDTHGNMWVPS
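Compounds were preincubated with Tdp1 (1 nM final) for 15 min at room temperature before substrate (15 nM final) started a 5 min reaction; beads (10 ug/ml final) were then added for 10 min before AlphaScreen detection.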
FEN1 inh – inhibitors of human flap endonuclease 1 | P39748 | Recombinant FEN1 flap cleavage, fluorescence, 15 min | Potency, µM (highest dose often 114 µM), for inactives: at the top dose activity change, negative = inhibition, hits mostly inhibitors | 390,000 compounds, 0.35% hits | AID 588795; note: nearly all actives have a fitted effect of over 65% in size
Target sequence (P39748 whole entry, looked up): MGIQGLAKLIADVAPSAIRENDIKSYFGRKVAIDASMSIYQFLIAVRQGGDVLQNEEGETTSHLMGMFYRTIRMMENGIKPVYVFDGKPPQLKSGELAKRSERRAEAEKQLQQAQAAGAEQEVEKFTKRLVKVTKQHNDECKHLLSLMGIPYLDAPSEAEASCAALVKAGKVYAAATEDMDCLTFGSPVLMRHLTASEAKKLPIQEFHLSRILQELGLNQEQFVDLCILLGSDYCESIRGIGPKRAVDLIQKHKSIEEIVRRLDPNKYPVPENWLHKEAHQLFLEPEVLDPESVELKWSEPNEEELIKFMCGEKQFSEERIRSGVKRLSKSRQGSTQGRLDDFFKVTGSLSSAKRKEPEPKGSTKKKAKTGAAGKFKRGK
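Steps: FEN1 (10 nM) dispensed; compound added by pin tool; 15 min at room temperature; substrate added to 50 nM final; reads at 0 min and 15 min; data normalized and fitted (four-parameter Hill).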
N370S GC mod – N370S glucocerebrosidase modulation, Gaucher chaperone candidate; N370S GC spleen homogenate, 4MU-glucoside fluorescence; Potency, µM (highest dose often 59.4 µM), inactives show at the highest dose activity change, negative = inhibition, most hits filed as inhibitors; 330,000 compounds, 0.092% hits; AID 2101;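 note: 0% = full enzyme activity and -100% = no enzyme basal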
* = called active by the depositor; ? = inconclusive; / = no result given; & = joins results of further samples; [ ] = remark or other dose. Calls come from the whole dose curve; as a rule, active = well fitted curve in the direction sought with a large enough effect; inconclusive = small, poorly fitted or top-dose-only effect, or another doubt; inactive = no such curve, though single readings can be large; an effect the other way counts as inactive or inconclusive. Unless noted, % is set by controls: 0 for no effect and ±100 for the full control effect; potency is the fitted concentration of half-maximal effect.

smiles,FEN1 inh,N370S GC mod,TDP1 block
O=C(NCc1nc(-c2ccc(C(F)(F)F)cc2)no1)c1cccs1,-18%,18%,4%
Cc1ccc(NC(=S)c2nc3ccccc3[nH]2)c(C)c1,-9%,12%,8%
Cc1noc(C)c1S(=O)(=O)N(CC(=O)N1CCCCCC1)c1ccc(C(C)C)cc1,16%,1%,-4%
O=C(NN=C1c2ccccc2-c2ccccc21)c1ccccc1Br,0%,-1%,-2%
Cc1ccc(CNC(=O)c2cnc(N3CCCCC3)c3ccccc23)cc1,0%,/,-8%
O=C(C[C@@H]1C/C=C\CC[C@@H](Cc2ccc(F)cc2)C(=O)OC[C@@H]2CCCN2C1=O)NCCO,-16%,/,-2%
COc1ccc(C2c3cc(OC)c(OC)cc3CCN2S(C)(=O)=O)cc1OC (stereo not given),1%,6%,-1%
Cc1nc2sc(-c3ccccc3)cc2c(=O)n1/N=C/N(C)C,-6%,11%,3%
CCS(=O)(=O)NCc1csc(-c2ccccc2)n1,1%,2%,-2%
O=C(CCNS(=O)(=O)c1ccc(Cl)cc1)N1CCN(c2ccccn2)CC1,-9%,?,11%

smiles,FEN1 inh,N370S GC mod,TDP1 block
CC1(C)CC(=O)C2=C(C1)N(c1cccc(Cl)c1)C(=O)NC2(C(F)(F)F)C(F)(F)F,1%,0%,4%
Cc1nc(N)sc1N=Nc1c(C)n(C)n(-c2ccccc2)c1=O,12%,-15%,4%
O=C(Cc1ccccc1)Nn1cnc2ccccc21,-14%,4%,4%
O=C(Nc1ccc([N+](=O)[O-])cc1Cl)c1cc(Br)ccc1O,-5%,/,4%
CCCc1[nH]nc2c1C(c1ccsc1)C(C#N)=C(N)O2 (stereo not given),3%,-2%,8%
Cc1c(C=O)c(Cl)n(C)c(=O)c1C#N,-13%,2%,8%
CCOc1cc(/C=C(\C#N)C(=O)NCC2CCCO2)ccc1O (stereo not given),-13%&5%,10%,4%[2.28 µM]
Cc1cc(C)cc(N2C(=O)CSC2c2cccs2)c1 (stereo not given),12%,-14%,5%
CCOC(=O)/C(C#N)=C1\SS/C(=C(/C#N)C(=O)OCC)S1,/,-4%,-4%
COc1ccc(C2Nc3ccccc3C(=O)N2Cc2ccccc2)cc1 (stereo not given),-6%,-2%,/

The final two records of the part before lead into the next:
smiles,FEN1 inh,N370S GC mod,TDP1 block
CCOC(=O)/C(C#N)=C1\SS/C(=C(/C#N)C(=O)OCC)S1,/,-4%,-4%
COc1ccc(C2Nc3ccccc3C(=O)N2Cc2ccccc2)cc1 (stereo not given),-6%,-2%,/
O=C(NC1CCN(Cc2ccccc2)CC1)c1ccc(Cn2c(=O)c3ccccc3n(Cc3ccc(F)cc3)c2=O)cc1,-8%,/,3%
COC(=O)c1c(C)nn(-c2ccc(OC(F)(F)F)cc2)c1-c1snnc1C,-9%,-1%,-8%
COc1ccc(OC2C(=O)N(c3cc(C)ccc3C)C2c2ccc(OC)c(OC)c2)cc1 (stereo not given),-16%,-2%,2%
COc1ccc(CCn2nnnc2CN2CCN(C(=O)c3ccco3)CC2)cc1OC,?,-4%,6%
COc1ccccc1N1C(=O)C2C3C=CC(C3)C2C1=O (stereo not given),-10%,0%,0%
CCOc1ccc(N2C(=O)CC(Sc3n[nH]c(-c4ccccc4)n3)C2=O)cc1 (stereo not given),-17%,-2%,7%
COc1ccc(CCNC(=O)C(NS(=O)(=O)c2ccc3c(c2)CCN3C(C)=O)C(C)C)cc1OC (stereo not given),/,-1%,-1%
CNc1oc(C)nc1S(=O)(=O)c1ccc(C)cc1,-8%,-14%,6%
COc1ccc(-n2ncc(C(=O)Nc3ccc4c(c3)OCCO4)c2C2CCN(C(=O)OC(C)(C)C)CC2)cc1,-5%,/,2%
CCC(=O)NCCc1c[nH]c2ccccc12,-10%,-4%,1%

smiles,FEN1 inh,N370S GC mod,TDP1 block
CC1=C(C(=O)Nc2ccc(Cl)cc2)C(c2ccncc2)C(C#N)=C(SCC(N)=O)N1 (stereo not given),-5%,-7%,6%
CCOc1ccc(CNC(=O)C2CCN(S(=O)(=O)CC)CC2)cc1OC,-5%,-25%,4%
C=CCn1c(SC(F)F)nc2scc(-c3ccco3)c2c1=O,-17%,6%,4%
O=C(COc1cccnc1[N+](=O)[O-])NCc1ccccc1,-11%,-4%,/
CCOC(=O)CCc1c(C)c(C#N)c2nc3ccccc3n2c1-n1ccnc1,-2%,30%,5%
CC(C)(CO)CNC1CCCN(C2Cc3ccccc3C2)C1 (stereo not given),1%,-7%,/
NC(=O)SC/C(=N\S(=O)(=O)c1ccccc1)Nc1ccccc1,-4%,-9%[2.35 µM],2%
CCN(CC)c1ccc(-c2nc(-c3ccco3)no2)cc1[N+](=O)[O-],-17%,/,0%
O=C(O)C1=C[C@H](c2ccc(C(F)(F)F)cc2)C[C@H](OCc2ccc(CO)cc2)O1,-3%,20%,1%
Cc1cc(C)c(C)c(S(=O)(=O)N2CCN(c3ccc(O)cc3)CC2)c1C,-10%,?,5%

smiles,FEN1 inh,N370S GC mod,TDP1 block
C=CCn1c(SCC(=O)NC2CCCCC2)nc2ccccc2c1=O,9%,8%,6%
CCOc1ccc(N2C(=O)CC(N(CCc3ccc(OC)cc3)C(=O)c3cccc(F)c3)C2=O)cc1 (stereo not given),8%,-7%,-2%
Cc1cc(Nc2cccc([N+](=O)[O-])c2)c2ccccc2n1,-11%,-3%,-4%
CCCCNC(=O)C(CC)Sc1nc2sc(C(=O)OC)c(C)c2c(=O)n1N (stereo not given),-3%,-5%,8%
COc1ccc(OCc2cc(/C=N\NC(=O)c3ccccc3)ccc2OC)cc1,14%,11%,4%
Cc1ccc2occ(CC(=O)Nc3c(C(=O)Nc4ccc(Cl)cc4)oc4ccccc34)c2c1,-12%,/,-5%
COC(=O)c1ccc(CS(=O)(=O)c2ccc(C)cc2)o1,-2%,5%,/
CCOc1ccccc1NC(=O)CCN1CCN(S(=O)(=O)c2ccc(OC)cc2)CC1,3%,7%,-2%
COc1ccc(NC(=O)c2cnn(-c3ccccc3)c2C)cc1,-3%,-9%,/
O=C(CNC(=O)C(c1ccccc1)c1ccccc1)OCC(=O)c1cccs1,-1%,-3%,3%

smiles,FEN1 inh,N370S GC mod,TDP1 block
CCCC[C@H](CN(N=O)[C@@H](Cc1ccccc1)CN(C)N=O)N(CCc1ccccc1)N=O,-7%,-4%,3%
C/C(=N\NC(=O)c1cccnc1)c1ccc(C)c([N+](=O)[O-])c1,14%,-14%,4%
COC(=O)CC1c2ccccc2C=C(C)N1C(=O)OC (stereo not given),/,4%,5%
COn1cnnc1-c1ccccc1,-11%,5%,4%
COc1ccccc1NC(=O)CSc1nnc(CNC(=O)c2ccco2)n1C,13%,-10%,/
Cc1cccc(-n2nnnc2SCC(=O)NCC2(N3CCOCC3)CCCCC2)c1C,17%,/,-2%[56.1 µM]
Cc1ccc(NS(=O)(=O)c2cc(C(=O)OCC(=O)NCC3CCCO3)ccc2C)cc1 (stereo not given),-2%,-7%,3%
CCCN1[C@H](C(=O)OC)C[C@@]2(O)[C@@H](O)[C@@H](O)[C@@H](O)C[C@@H]12,/,-11%,-4%
COc1ccc2c(c1)c(N1CCCC1=O)c(C(=O)Nc1ccccc1C(F)(F)F)n2C,11%,/,3%
CCOc1ccccc1Nc1nc(-c2sc(NC(=O)c3ccc([N+](=O)[O-])cc3)nc2C)cs1,/,6%,6%

Filtered by structure, the compounds so far containing an aryl thioether with sulfur outside any ring
smiles,FEN1 inh,N370S GC mod,TDP1 block
CCOc1ccc(N2C(=O)CC(Sc3n[nH]c(-c4ccccc4)n3)C2=O)cc1 (stereo not given),-17%,-2%,7%
C=CCn1c(SC(F)F)nc2scc(-c3ccco3)c2c1=O,-17%,6%,4%
C=CCn1c(SCC(=O)NC2CCCCC2)nc2ccccc2c1=O,9%,8%,6%
CCCCNC(=O)C(CC)Sc1nc2sc(C(=O)OC)c(C)c2c(=O)n1N (stereo not given),-3%,-5%,8%
COc1ccccc1NC(=O)CSc1nnc(CNC(=O)c2ccco2)n1C,13%,-10%,/
Cc1cccc(-n2nnnc2SCC(=O)NCC2(N3CCOCC3)CCCCC2)c1C,17%,/,-2%[56.1 µM]

More results.
smiles,FEN1 inh,N370S GC mod,TDP1 block
Cc1nc(C)c(C(=O)N(c2ccc(C)c(C)c2)C(C(=O)NCc2ccco2)c2ccccc2)s1 (stereo not given),-14%,-13%,8%
O=C(CCNC(=O)c1ccc([N+](=O)[O-])cc1)NCc1cccs1,0%,/,0%
COc1ccc(CCNC(=O)c2c(O)c3cccc4c3n(c2=O)CC4)cc1,-8%,4%,2%
COc1ccccc1CNC(=O)c1ccc(N2CCCC2)c(NC(=O)NCCC(C)C)c1,16%,/,-1%
COc1ccc(C(=O)n2nc(-c3cccnc3)nc2NCc2ccccc2)cc1OC,6%,/,-4%
O=C(Nc1cccc([N+](=O)[O-])c1)c1ccc2c(c1)OCCO2,-5%,1%,5%
CCN(CC)CCN(C(=O)CCS(=O)(=O)c1ccccc1)c1nc2c(C)cc(C)cc2s1,-5%,-29%,4%
CCOC(=O)C1CCN(Cc2cc(=O)oc3cc(C)c(Cl)cc23)CC1,0%,-5%,/
COc1ccc(C(=O)CC(=O)C(=O)NCCc2cccc(C)c2)cc1,-14%,4%,-3%
CC1=Nc2cccc3cccc(c23)N1C,-6%,6%,-6%

smiles,FEN1 inh,N370S GC mod,TDP1 block
COc1ccc(OC)c(Nc2nc(-c3sc(N)nc3C)cs2)c1,?,-18%,11%
CN(C(=O)COc1ccc(Cl)cc1Cl)C1(C)CCS(=O)(=O)C1 (stereo not given),-1%,-1%,/
CCc1n[nH]c(=S)n1/N=C/c1c[nH]c2ccc(Br)cc12,1%,-1%,3%
O=C(Nc1cc(S(=O)(=O)N2CCOCC2)ccc1Cl)c1cc(=O)c2ccccc2o1,-3%,?,0%
COC(=O)CNC(=O)/C=C/c1ccc(OC)cc1,-2%,2%,0%
CCC(NC(=S)NCc1ccc(F)cc1)c1ccc(C(C)C)cc1 (stereo not given),-27%,2%,-1%[56.1 µM]
COCCCNC(=O)CC1C[C@H](C(=O)N2CCCCC2)[C@@]2(CCc3ccccc3)c3[nH]c4ccc(OC)cc4c3CCN2C1=O (stereo not given in full),10%,/,1%[56.1 µM]
O=c1cc(N2CCC(Cc3ccccc3)CC2)[nH]c(=O)n1C1CCCCC1,8%,-5%,-2%
Cc1ccc(NC(=O)c2ccc(Cl)nc2)cc1,6%,-1%,3%
Cc1cccc(N(C(=O)Cn2nnc(-c3ccc(C)o3)n2)C(C(=O)NC2CCCC2)c2ccncc2)c1 (stereo not given),-1%,-12%,/

smiles,FEN1 inh,N370S GC mod,TDP1 block
Cc1ccc(C(=O)Nc2ccc(-c3nc4ccccc4s3)cc2C)cc1C,-9%,/,3%
Cc1cc(C)n(/N=C/c2cccc(O)c2)c(=O)c1C(N)=O,-7%,1%,2%
Cc1ccc(C(=O)C2CCN(CC(=O)Nc3nc(C)cs3)CC2)cc1,-7%,-1%,3%
O=C(O)c1cc2cc(Oc3ccccc3)ccc2[nH]1,7%,-1%,/
O=C(NCCNC(=O)c1ccccn1)c1ccccc1,16%,0%,/
OCc1cnc(SCc2cccc(F)c2)n1Cc1ccc(F)cc1,13%,/,5%
O=C(NCC1CCN(Cc2ccc(F)cc2)CC1)c1cc2ccc3cccnc3c2[nH]1,-10%,/,-2%
COc1ccccc1NC(=O)c1ccccc1NC(=O)c1ccccn1,-3%,-2%,2%[0.505 µM]
CCN1C(=O)CCC(C(=O)O)C1c1ccc(OC)cc1 (stereo not given),-3%,-6%,3%
CSc1ccccc1NC(=O)CSCc1ccc(Br)cc1,-21%,3%,-4%

smiles,FEN1 inh,N370S GC mod,TDP1 block
S=c1[nH]c2ccccc2n2cccc12,-4%,14%,5%
Cc1ccc(NC(=O)CN(c2ccccc2)S(=O)(=O)N(C)C)cc1C,7%,18%,-1%[56.1 µM]
Cc1c(C)n(C)c2ccc([N+](=O)[O-])cc12,-19%,25%,3%
Clc1ccc(-c2ncc3ccccn23)cc1,-15%,30%,0%
Cc1nc(/C(=N/O)C(N)=O)cs1,-6%,-7%,0%
CCOc1cccc(SCc2noc(C(=O)NC(C)C)c2C(=O)O)c1,-18%,7%,3%
CSC1=NCCN1C(=O)c1c(F)cccc1F,-6%,22%,3%
NC(=O)c1ccccc1N=Cc1ccc2ccccc2c1,2%,16%,4%
CN1CCN(Cc2nc3c(c(=O)[nH]c(=O)n3C)n2CCc2ccccc2)CC1,7%,18%,3%
S=C(CN1CCCC1=S)NCCc1ccccc1,15%,-9%,/
COc1ccc(N(C)C(=O)c2cc(S(=O)(=O)N3CCc4ccccc43)cn2C)c(OC)c1,-17%,/,6%
CN(CC(=O)Nc1cccc(F)c1)C(=O)c1ccccc1CCc1ccccc1,13%,-5%,2%
O=C(COC(=O)CNC(=O)c1ccccc1)NC1CCCC1,-2%,-14%,10%
